L3MBTL1 inh: inhibitors of human L3MBTL1. Q9Y468. AlphaScreen L3MBTL1–H3K9me1 peptide binding. hit rate 0.66% among 230,000. Potency, µM (highest dose often 57.1 µM), without a hit: at the highest dose activity, negative = inhibition, hits mostly inhibitors. AID 485360; further: potency means the concentration at half of the fitted maximal effect; on the % scale 0 is the no-effect control and ±100 the full control effect; nearly all actives have a fitted effect of over 60% in size
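Read-out is AlphaScreen signal from streptavidin donor and nickel chelate acceptor beads (10 ug/mL final each) bridging L3MBTL1 (50 nM) and biotinylated K9-monomethylated H3(1-15) peptide (75 nM), after 30 min compound exposure at room temperature.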
CBFb RUNX1 block: blocks binding between human CBF-beta and RUNX1 | Q01196+Q13951 | AlphaScreen CBFb-His/RUNX1-biotin binding, biochemical | Potency, µM (titrated, usually from 59.8 µM), without a hit: at the top dose activity, negative = inhibition, usual class: inhibitors | 230,000 tested, under 10 active | AID 1477; further: % of control where 0% means no effect
Target sequence (Q01196 whole entry, looked up): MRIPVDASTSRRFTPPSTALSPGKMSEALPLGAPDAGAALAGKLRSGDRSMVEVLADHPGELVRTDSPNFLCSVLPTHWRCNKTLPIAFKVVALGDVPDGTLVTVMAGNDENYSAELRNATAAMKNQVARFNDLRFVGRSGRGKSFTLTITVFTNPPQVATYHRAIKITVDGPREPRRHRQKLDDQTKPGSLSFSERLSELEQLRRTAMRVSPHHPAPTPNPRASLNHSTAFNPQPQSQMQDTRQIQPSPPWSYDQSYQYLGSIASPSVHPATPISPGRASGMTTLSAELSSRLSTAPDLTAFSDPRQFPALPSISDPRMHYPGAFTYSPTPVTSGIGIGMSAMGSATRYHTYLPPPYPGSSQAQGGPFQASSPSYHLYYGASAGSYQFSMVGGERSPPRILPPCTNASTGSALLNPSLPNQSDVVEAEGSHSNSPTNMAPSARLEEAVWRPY
Target sequence (Q13951 whole entry, looked up): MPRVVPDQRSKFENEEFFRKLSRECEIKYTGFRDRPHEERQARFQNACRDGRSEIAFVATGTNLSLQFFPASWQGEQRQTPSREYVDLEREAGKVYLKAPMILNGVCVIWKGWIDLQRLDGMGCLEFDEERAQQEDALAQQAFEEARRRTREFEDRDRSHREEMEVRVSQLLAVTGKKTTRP
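CBFb-His/RUNX1-biotin, 30 nM each, preincubated 20 min RT; compound 15 min RT; Ni + streptavidin beads 50 ng each, 90 min RT; AlphaScreen read.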
KinaseGlo FLuc: blocks Kinase-Glo luciferase, a counter-screen artifact | Kinase-Glo luciferase, ATP luminescence, 8 min | Potency, µM (titrated, usually from 38.3 µM), for inactives: at the top dose activity change, negative = inhibition, usual class: inhibitors | AID 1379 | hit rate 0.28% among 200,000; further: potency means the concentration at half of the fitted maximal effect; on the % scale 0 is the no-effect control and ±100 the full control effect; nearly all actives have a fitted effect of over 60% in size
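Compounds were added to a substrate mix at pH 7.2 (50 mM imidazole, 10 uM ATP, within the enzyme's linear range), followed by Kinase-Glo detection reagent; luminescence was measured after 8 minutes at ambient temperature.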
IMPase Li cell: cell-permeable IMPase inhibitors with lithium potentiation | Potency, µM (top dose mostly 59.4 µM), inactives show at the highest dose activity, negative = IMPase inhibition, usual class: inhibitors | hit rate 0.35% among 210,000 | CHO-M1 cells, IP1 TR-FRET (IP-One), carbachol + lithium | AID 1457;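 further: IP1 builds up when IMPase is blocked and the TR-FRET signal falls; potency means the concentration at half of the fitted maximal effect; plate controls were basal vehicle for no effect and high inhibitor control for full effect; nearly all actives have a fitted effect of over 50% in size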
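Steps: plate 2000 CHO-M1 cells per well and culture 16–30 h; add compound and lithium; incubate 30 min, 37C; add d2-IP1 tracer and Eu cryptate anti-IP1 antibody in lysis buffer; read after 10 min at room temperature.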
Epigenetic derep: derepresses silenced GFP reporter in murine cells; murine LDR cells, GFP reporter derepression, 30 h; Potency, µM (doses to about 53.9 µM), for the others: top-dose GFP activation, actives largely listed as activators; hit rate 0.2% among 280,000; AID 1865; further: potency means the concentration at half of the fitted maximal effect; % of control where 0% means no effect; nearly all actives have a fitted effect of over 60% in size
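Derepression of a silenced CMV-GFP reporter in murine LDR cells is scored by enumerating GFP-positive cells with a laser-scanning microplate cytometer after 30 hours of treatment at 37 C.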
HttQ103 aggreg: reduces HttQ103-GFP aggregates in PC12 cells | PC12 HttQ103-GFP aggregates, Acumen cytometry, 40 h | Potency, µM (highest dose often 46.1 µM), inactives show top-dose activity change, negative = inhibition, actives largely listed as inhibitors | hit rate 1.1% among 220,000; further: potency means the concentration at half of the fitted maximal effect; on the % scale 0 is the no-effect control and ±100 the full control effect; nearly all actives have a fitted effect of over 60% in size
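Using laser scanning cytometry, GFP-positive aggregates were counted after lysis of PC12 cells induced with 100 nM tebufenozide to express HTT exon 1 Q103–GFP. Compounds were tested in titration.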
NPSR antagonist: blocks cAMP signaling of the human neuropeptide S receptor | Q6W5P4 | CHO-NPSR cells, cAMP TR-FRET, antagonist mode | Potency, µM (top dose mostly 38.3 µM), for inactives: top-dose activity change, negative = inhibition, hits mostly inhibitors | hit rate 1% among 220,000 | AID 1461; further: potency means the concentration at half of the fitted maximal effect; on the % scale 0 is the no-effect control and ±100 the full control effect; nearly all actives have a fitted effect of over 50% in size; many of its hits are not listed in these tables
Target sequence (Q6W5P4 whole entry, looked up): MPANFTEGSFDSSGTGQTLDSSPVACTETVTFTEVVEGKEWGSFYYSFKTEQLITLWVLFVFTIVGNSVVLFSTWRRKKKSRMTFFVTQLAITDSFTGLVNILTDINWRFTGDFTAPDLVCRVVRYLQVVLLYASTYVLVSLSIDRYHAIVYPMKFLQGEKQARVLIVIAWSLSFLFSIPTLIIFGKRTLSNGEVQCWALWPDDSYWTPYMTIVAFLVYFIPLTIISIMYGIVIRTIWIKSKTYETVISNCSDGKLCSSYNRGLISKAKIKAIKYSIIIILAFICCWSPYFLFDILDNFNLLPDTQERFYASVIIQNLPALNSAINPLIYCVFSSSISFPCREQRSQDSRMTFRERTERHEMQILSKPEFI
Starred values were filed as active, the others as inactive; ? = inconclusive; / = no result given; [ ] = another dose, or the depositor's remark. The call rests on the fitted dose curve; in most records, active means well fitted curve in the direction sought with a large enough effect; inconclusive means small, poorly fitted or top-dose-only effect, or another doubt; inactive means no such curve, though single readings can be large; an effect the other way counts as inactive or inconclusive. This is a subset (hit frequency here may not be typical).

Sample of the layout, 4 compounds:
nr	mol	L3MBTL1 inh	CBFb RUNX1 block	KinaseGlo FLuc	IMPase Li cell
1	COCCNC(=O)c1ccc2c(=O)n(Cc3ccco3)c(SCC(=O)NC3CCCCC3)nc2c1	8%	0%	-4%	-5%[38.3 µM]
2	O=C1c2cccc3c(O)ccc(c23)C(=O)N1Cc1ccco1	?	12%	/	-2%
3	COc1ccc(NC(=O)CC2C(=O)N(c3cccc(OC)c3)C(=O)N2CCC(C)C)cc1 (stereo unspecified)	/	0%	-2%	29%[38.3 µM]
4	Cc1cccc(C)c1OCc1n[nH]c(=S)n1N	3%	2%	1%	6%

nr	Epigenetic derep	HttQ103 aggreg	NPSR antagonist
1	-0.4%	-16%	-17%[46.1 µM]
2	-0.2%	-34%[9.22 µM]	20%
3	-0.7%	31%	-10%[46.1 µM]
4	1.8%	14%	-8%

Main list, previewed entries included:
nr	mol	L3MBTL1 inh	CBFb RUNX1 block	KinaseGlo FLuc	IMPase Li cell
1	COCCNC(=O)c1ccc2c(=O)n(Cc3ccco3)c(SCC(=O)NC3CCCCC3)nc2c1	8%	0%	-4%	-5%[38.3 µM]
2	O=C1c2cccc3c(O)ccc(c23)C(=O)N1Cc1ccco1	?	12%	/	-2%
3	COc1ccc(NC(=O)CC2C(=O)N(c3cccc(OC)c3)C(=O)N2CCC(C)C)cc1 (stereo unspecified)	/	0%	-2%	29%[38.3 µM]
4	Cc1cccc(C)c1OCc1n[nH]c(=S)n1N	3%	2%	1%	6%
5	COCCCNC(=O)c1ccc(N(C)S(=O)(=O)c2ccc(OC)cc2)cc1	1%	0%	3%	4%
6	Cn1c(CNC(=O)c2ccco2)nnc1SCC(=O)N1c2ccccc2Sc2ccccc21	/	6%	5%	13%[38.3 µM]
7	CCOC(=O)CSc1nnc(CNc2ccc(Cl)cc2)n1Cc1ccccc1	-5%	-2%	-2%	6%
8	O=C(Nc1ccccc1C(=O)NCc1cccnc1)c1cccc([N+](=O)[O-])c1	-5%	-3%	1%	11%
9	COc1ccc(Cn2c(O)c(/C=C3/C=CC=N3)c(=O)[nH]c2=O)cc1	/	1%	/	/
10	O=C(Nc1cccc(Cl)c1)NC1(C(=O)NCc2cccs2)CCCCC1	1%	11%	1%	17%[38.3 µM]
11	COC(=O)c1ccc(C(NC(=O)OCc2ccccc2)/C(=C/[C@@H](C)C(=O)N(C)C)c2cccnc2)cc1 (stereo partly specified)	/	5%	2%	0%
12	COc1ccc(OC(=O)c2cnc3n(c2=O)CCS3)cc1	7%	9%	/	/

nr	Epigenetic derep	HttQ103 aggreg	NPSR antagonist
1	-0.4%	-16%	-17%[46.1 µM]
2	-0.2%	-34%[9.22 µM]	20%
3	-0.7%	31%	-10%[46.1 µM]
4	1.8%	14%	-8%
5	-11%	-21%	-9%[46.1 µM]
6	1.0%	-9%	-8%[46.1 µM]
7	-1.2%	-7%	-2%[46.1 µM]
8	4.5%	9%	-15%
9	5.2%	21%[9.22 µM]	-30%
10	-3.1%	-5%	-10%[46.1 µM]
11	0.2%	/	/
12	1.6%	-7%[9.22 µM]	-28%

Single records, from the list above. Order of screens: L3MBTL1 inh | CBFb RUNX1 block | KinaseGlo FLuc | IMPase Li cell | Epigenetic derep | HttQ103 aggreg | NPSR antagonist
O=C1c2cccc3c(O)ccc(c23)C(=O)N1Cc1ccco1 is listed with ? | 12% | / | -2% | -0.2% | -34%[9.22 µM] | 20%
COc1ccc(Cn2c(O)c(/C=C3/C=CC=N3)c(=O)[nH]c2=O)cc1 is listed with / | 1% | / | / | 5.2% | 21%[9.22 µM] | -30%
COCCNC(=O)c1ccc2c(=O)n(Cc3ccco3)c(SCC(=O)NC3CCCCC3)nc2c1 is listed with 8% | 0% | -4% | -5%[38.3 µM] | -0.4% | -16% | -17%[46.1 µM]
Cc1cccc(C)c1OCc1n[nH]c(=S)n1N is listed with 3% | 2% | 1% | 6% | 1.8% | 14% | -8%
CCOC(=O)CSc1nnc(CNc2ccc(Cl)cc2)n1Cc1ccccc1 is listed with -5% | -2% | -2% | 6% | -1.2% | -7% | -2%[46.1 µM]

(more compounds)
nr	mol	L3MBTL1 inh	CBFb RUNX1 block	KinaseGlo FLuc	IMPase Li cell
13	CCCN1C2CCCC1CC(NC(=O)c1cc(OC)c(OC)c(OC)c1)C2 (stereo unspecified)	-5%	-3%	-4%	-6%[38.3 µM]
14	Cc1nonc1OCCNc1ccc([N+](=O)[O-])cc1	-10%	-1%	-1%	-7%
15	CC1CCCCN1S(=O)(=O)c1ccc(S(=O)(=O)N(Cc2ccccc2)Cc2ccco2)cc1 (stereo unspecified)	10%	5%	0%	15%
16	COc1ccc(N2CCN(S(=O)(=O)c3ccc(C(=O)NC4CCCC4)cc3)CC2)cc1	-1%	1%	-3%	-4%
17	Oc1ccc(Cl)cc1C1=NNC(c2ccc(Cl)cc2)C1 (stereo unspecified)	-5%	0%	-1%	13%
18	COc1cc(C(=O)NCCCN2CCCC2=O)cc(OC)c1OC	/	2%	-2%	-4%[38.3 µM]
19	O=C(c1ccccc1)N1CCn2c1nc1ccccc12	7%	-1%	-6%	-2%
20	CC1CCN(C2CC(=O)N(c3ccccc3)C2=O)CC1 (stereo unspecified)	0%	-6%	0%	2%
21	Cc1ccc(Nc2c(-c3ccccn3)nc3cccc(C)n23)cc1	/	/	-1%	17%
22	COc1ccccc1Nc1nc2cc(C)ccc2cc1C#N	10%	13%	-1%	?
23	CCOC(=O)c1c(NC(=O)Cn2nc(C(F)(F)F)cc2C)sc(C)c1C	4%	-4%	1%	-5%
24	O=C(CNC(=O)c1cccc(Cl)c1)N/N=C/c1cccnc1	-8%	-2%	/	/

nr	Epigenetic derep	HttQ103 aggreg	NPSR antagonist
13	5.8%	-16%	2%[7.67 µM]
14	-1.6%	13%	-26%
15	0.0%	-19%	?
16	-2.4%	-13%	5%[46.1 µM]
17	?	5%	-29%[46.1 µM]
18	2.8%	4%	-5%[46.1 µM]
19	0.9%	24%[9.22 µM]	-14%
20	2.1%	3%[9.22 µM]	-11%
21	0.4%	7.9µM*	-51%
22	0.0%	-5%[9.22 µM]	?
23	0.0%	3%	7%
24	-0.3%	2%[9.22 µM]	-2%

(list continues)
nr	mol	L3MBTL1 inh	CBFb RUNX1 block	KinaseGlo FLuc	IMPase Li cell
25	O=[N+]([O-])c1cc(/C=N\O)ccc1Oc1ccc(F)cc1	0%	-1%	3%	4%
26	C#Cc1ccc([C@H]2C=C(C(=O)NCc3ccccc3)O[C@@H](OCC)[C@@H]2CCCO)cc1	8%	2%	/	27%
27	CCOC(=O)CSc1nc2ccccc2c(=O)n1CC1CCCO1 (stereo unspecified)	-3%	10%	2%	18%[38.3 µM]
28	Cc1ccccc1-n1c(C)n[nH]c1=S	-3%	-1%	3%	-8%[38.3 µM]
29	Cc1c(C)c(C)c(CN2CCCC2)c(C)c1C	-6%	16%	/	/
30	COc1ccc(/C=C(/NC(=O)c2ccccc2)c2nc3ccc(Cl)cc3[nH]2)cc1OC	-6%	-6%	4%	5%
31	Cc1ccc2nc(C3CCCN(C(=S)Nc4ccccc4C)C3)[nH]c2c1 (stereo unspecified)	-10%	0%	-3%	18%[38.3 µM]
32	CS(=O)(=O)N1CCN(C(=O)c2cc(-c3cccnc3)nc3ccc(Cl)cc23)CC1	32%[activator]	-4%	0%	-3%
33	Cc1cccc(NC(=O)/C(=C\c2ccco2)NC(=O)c2cccs2)c1	3%	-2%	1%	9%[38.3 µM]
34	COc1cccc(CN(CC2CCCO2)S(=O)(=O)c2ccc(S(=O)(=O)NCC3CCCO3)cc2)c1OC (stereo unspecified)	/	-1%	5%	0%[38.3 µM]
35	CCOc1ccc(-c2nnc(-c3ccncc3)o2)cc1OCC	1%	2%	-2%	11%
36	O=C(Nc1ccccc1C(=O)O)c1ccc(Br)o1	2%	3%	-5%	-9%[38.3 µM]

nr	Epigenetic derep	HttQ103 aggreg	NPSR antagonist
25	1.9%[10.1 µM]	9%[9.22 µM]	-19%
26	-0.4%	8%[9.22 µM]	?
27	3.3%	-12%[9.22 µM]	-9%[46.1 µM]
28	-2.3%	3%	-9%[46.1 µM]
29	-2.4%	36%[9.22 µM]	1%
30	-1.0%	-18%	7%
31	2.0%	23%	-15%[46.1 µM]
32	1.6%	4%	9%
33	-1.6%	10%	-14%[46.1 µM]
34	-0.3%	13%[9.22 µM]	-26%[46.1 µM]
35	-1.1%	/	-3%
36	6.1%	1%	-3%[46.1 µM]

The results go on.
nr	mol	L3MBTL1 inh	CBFb RUNX1 block	KinaseGlo FLuc	IMPase Li cell
37	C=CCN(c1ccc(C(=O)Nc2ccc3c(c2)OCO3)cc1)S(C)(=O)=O	-4%	-1%	2%	7%
38	COc1ccc(-c2cc(=O)[nH][nH]2)cc1	/	-12%	-4%	19%[38.3 µM]
39	CCOC(=O)CSc1nc(-c2ccccc2)nc2c1oc1ccccc12	7%	1%	1%	14%[38.3 µM]
40	O=C1N/C(=N/N=C/c2ccccc2)SC1(c1ccccc1)c1ccccc1	/	-4%	19%	11%[38.3 µM]
41	O=[N+]([O-])c1ccccc1N/N=C1\CC2CC=CC12 (stereo unspecified)	?	/	-4%	14%
42	CC(C)c1onc(C(=O)NC(C)c2ccccc2)c1[N+](=O)[O-] (stereo unspecified)	/	-8%	/	1%
43	Cc1occc1C(=O)Nc1cc(C(F)(F)F)ccc1Cl	6%	10%	-2%	18%[38.3 µM]
44	O=C(Cc1cccs1)N(Cc1cccs1)C1(C(=O)NC2CCCC2)CCCCC1	/	-6%	-3%	51%[activator][38.3 µM]
45	O=C(O)CCc1ccc(-c2ccc(Cl)cc2)n1CCC(=O)O	-8%	-6%	5%	1%[38.3 µM]
46	O=C(NCc1cccnc1)C1CCCN(S(=O)(=O)c2cccc3nsnc23)C1 (stereo unspecified)	-1%	11%	4%	7%
47	Cc1[nH]c2ccc(C(=O)O)cc2c1C	/	?	4%	-7%[38.3 µM]
48	COc1ccccc1/C=N/NC(=O)c1ccc(CN2C(=O)c3cccc4cccc2c34)cc1	/	23%	/	/

nr	Epigenetic derep	HttQ103 aggreg	NPSR antagonist
37	0.3%	-12%[9.22 µM]	9%
38	-0.2%	-18%	-13%[46.1 µM]
39	0.9%	-11%	-27%[46.1 µM]
40	1.7%	7%	-11%[46.1 µM]
41	-1.9%	-2%	-13%
42	20%	4.5µM*	13%
43	-1.1%	3%	9%[46.1 µM]
44	-0.8%	7%	?
45	-1.2%	2%	-13%[46.1 µM]
46	1.9%	7%	15%
47	1.6%	0%[9.22 µM]	-23%[46.1 µM]
48	-1.1%	-19%[9.22 µM]	-9%

Screening results deposited in PubChem by National Center for Advancing Translational Sciences (NCATS).
